# Runt-SMMHC FRET: inhibitors of RUNX1 Runt–CBFb-SMMHC binding, primary screen, biochemical, FRET, Cerulean-Runt, Venus-CBFb-SMMHC, uHTS | hit rate 0.74% among 220,000 | Runt-related transcription factor 1 (Homo sapiens) + Core-binding factor subunit beta … | AID 1434, 2008 | inhibition, % at 20 µM | Cerulean-Runt/Venus-CBFb-SMMHC FRET ratio 530/480, 1 h;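 active = mean inhibition across duplicate retests at 20 µM reaching about 50%, limit read from the data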;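 also: 0% = DMSO wells and 100% = wells with excess untagged CBFb-SMMHC; inhibitors lower the FRET ratio by blocking Runt binding to CBFb-SMMHC; some results filed as inactive read as strong as hits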
# MDM2 E3 inh: MDM2-luciferase reporter signal enhancers, primary screen, MDM2 E3 ligase inhibitor project, cell-based, luminescence, 1536-well; signal enhancement, % at 5 µM; E3 ubiquitin-protein ligase Mdm2 (Homo sapiens), Q00987; hit rate 0.11% among 210,000; cell-based MDM2 ubiquitination luciferase reporter, 2 h; 0 = plate control, 100 = twice control, blank-subtracted;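 active = signal enhancement of 30% or more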;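 also: luminescence tracks abundance of the self-degrading MDM2-luciferase fusion protein; higher signal means inhibition of MDM2 E3 ligase activity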
#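 Assay system: stable mammalian line carrying autodegrading MDM2–luciferase fusion reporter; Input: 2000 cells in each well; Compound dosing: single-point 5 µM; Schedule: 2 h compound exposure at 37 °C; Signal: SteadyLite luciferase luminescence after 15 min room-temperature reagent incubation; Evaluation: % luminescence enhancement versus blank-corrected plate control mean; Benchmarks: plate controls and plate blanks.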
# Runt-CBFb FRET: inhibitors of RUNX1 Runt–CBFb binding, primary screen, biochemical, FRET, Cerulean-Runt, Venus-CBFb, uHTS; Runt-related transcription factor 1 (Homo sapiens) + Core-binding factor subunit beta …; Cerulean-Runt/Venus-CBFb FRET ratio 530/480, 1 h; inhibition, % at 20 µM; hit rate 0.46% among 220,000;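 active = inhibition over about 50% at 20 µM in the single-dose screen, limit read from the data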;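 also: 0% = DMSO wells and 100% = excess unlabeled CBFb competitor control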
#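 Assay system: Cerulean-Runt domain fusion protein, energy donor; Signal: fluorescence energy transfer, 422 nm excitation, 530/480 nm emission; Timing: 1 h compound exposure, room temperature; Control set: unlabeled CBFb; Medium: Tris buffer pH 7.5 with salts and BSA; Compound: single test concentration of 20 µM, 1% DMSO final; Probe or stimulus: Venus-CBFb 100 nM.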
# RBBP9 inhibitor: human RBBP9 inhibitors, primary screen, biochemical, fluorescence polarization, FP-Rh probe, HTS; inhibition, % at 7.94 µM; hit rate 0.2% among 220,000; recombinant RBBP9; Serine hydrolase RBBP9 (Homo sapiens), O75884;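 active = inhibition above the campaign mean of all tested compounds plus 3 SD, cut at about 14% in these data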;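 also: plate controls were DMSO wells with RBBP9 for no effect and wells lacking RBBP9 protein for full effect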
# Target sequence (O75884 whole entry, looked up): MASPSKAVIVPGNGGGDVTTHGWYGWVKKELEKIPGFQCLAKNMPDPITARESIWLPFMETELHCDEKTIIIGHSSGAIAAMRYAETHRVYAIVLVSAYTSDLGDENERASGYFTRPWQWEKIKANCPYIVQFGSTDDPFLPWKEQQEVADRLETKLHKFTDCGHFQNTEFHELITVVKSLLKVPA
#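 Measured by: FP readout at 525/598 nm; material: recombinant human RBBP9; also added: Serine-hydrolase probe FP-Rh, 375 nM pre-mixing; medium: Tris buffer pH 8.0, NaCl, Pluronic; replication: one well per compound; doses: one concentration, 7.94 µM nominal, 0.794% DMSO; timing: preincubation 30 min plus labeling 45 min at 25 °C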
# NPY1 pot ag: NPY-Y1 receptor potentiators or agonists, primary screen, cell-based. Neuropeptide Y receptor type 1 (Homo sapiens), P25929. NPY-Y1 expressing cells, potentiator/agonist activation. activation, % at 3.6 µM. hit rate 0.37% among 220,000; in the data active = activation above about 33%, passing the limit was not always enough;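 also: cells stimulated with NPY at EC10 then isoproterenol at EC100; 0% = low agonist plus stimulus and 100% = saturating agonist plus stimulus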
# NPY2 pot ag: NPY-Y2 potentiators or agonists, primary screen, cell-based; Neuropeptide Y receptor type 2 (Homo sapiens), P49146; cells expressing NPY-Y2, potentiator/agonist read-out; activation, % at 3.6 µM; hit rate 0.45% among 220,000; AID 1359, 2008; in the data active = activation above about 27%;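 also: cells stimulated with NPY near EC25 plus isoproterenol at EC100; 0% = vehicle plus submaximal agonist and 100% = vehicle plus saturating agonist; some results beyond the cut were filed as inactive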
# p97 ATPase inh: inhibitors of human p97 ATPase, primary screen, biochemical; recombinant p97 ATPase, Kinase-Glo ATP luminescence, 3 h; hit rate 0.42% among 220,000; inhibition, % at 8 µM; in the data active = inhibition above about 15%;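 also: 0% = DMSO vehicle and 100% = wells lacking enzyme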
# Target sequence (P55072 whole entry, looked up): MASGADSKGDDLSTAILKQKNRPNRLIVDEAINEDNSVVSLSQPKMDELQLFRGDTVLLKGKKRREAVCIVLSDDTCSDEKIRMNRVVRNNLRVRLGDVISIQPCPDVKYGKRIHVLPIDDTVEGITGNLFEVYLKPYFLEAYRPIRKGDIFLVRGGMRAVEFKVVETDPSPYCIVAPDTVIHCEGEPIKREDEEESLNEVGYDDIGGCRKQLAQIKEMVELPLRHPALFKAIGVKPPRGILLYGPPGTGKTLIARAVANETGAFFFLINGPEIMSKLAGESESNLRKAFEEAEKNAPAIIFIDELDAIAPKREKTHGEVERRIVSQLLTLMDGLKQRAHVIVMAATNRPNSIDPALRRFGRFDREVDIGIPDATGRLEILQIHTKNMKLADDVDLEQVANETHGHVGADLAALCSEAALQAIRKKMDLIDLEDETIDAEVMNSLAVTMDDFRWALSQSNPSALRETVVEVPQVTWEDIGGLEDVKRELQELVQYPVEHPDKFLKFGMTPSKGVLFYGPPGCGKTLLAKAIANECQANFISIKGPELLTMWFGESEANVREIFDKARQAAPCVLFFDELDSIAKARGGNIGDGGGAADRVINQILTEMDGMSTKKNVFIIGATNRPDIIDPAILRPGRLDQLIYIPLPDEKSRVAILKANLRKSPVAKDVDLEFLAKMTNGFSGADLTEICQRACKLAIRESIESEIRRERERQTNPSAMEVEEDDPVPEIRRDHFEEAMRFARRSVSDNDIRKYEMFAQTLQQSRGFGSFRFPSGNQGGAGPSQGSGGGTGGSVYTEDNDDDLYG
# NPY-Y1 antag: NPY-Y1 receptor antagonists, primary screen, cell-based. Neuropeptide Y receptor type 1 (Homo sapiens), P25929. HEK293-CNG Y1 cells, membrane potential fluorescence; NPY at EC95, then isoproterenol. inhibition, % at 3.6 µM. hit rate 1% among 200,000. AID 1040, 2008;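 active = inhibition above the campaign mean inhibition of all tested compounds plus 3 SD, cut at about 20% in these data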;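 also: 0% = DMSO wells given NPY plus isoproterenol and 100% = isoproterenol alone without NPY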
#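 Material: HEK293 Y1/CNG channel cell line; also added: NPY (25 nM), isoproterenol (1 µM), Ro 20-1724 (25 µM); doses: one concentration, 3.6 µM, in 0.4% DMSO; schedule: compound incubation 1 h at room temperature, readout 45 min post-stimulation; technique: membrane potential fluorescence; measure: fluorescence ratio normalized to % inhibition between controls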
# Hck Nef HTS: inhibitors of Nef-activated human Hck kinase, primary screen, biochemical, Z-Lyte FRET, 384-well, Hck-YEEI; Recombinant Hck-YEEI plus Nef, Z-Lyte FRET kinase assay; inhibition, % at 20 µM; hit rate 0.68% among 220,000;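 active = Hck-Nef kinase inhibition above about 50%, limit read from the data; inactive = inhibition below that limit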;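 also: 0% = DMSO with Hck plus Nef and 100% = Hck alone without Nef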
# Numbers without * were called inactive; nt = no result given.
SMILES,Runt-SMMHC FRET,MDM2 E3 inh,Runt-CBFb FRET,RBBP9 inhibitor,NPY1 pot ag,NPY2 pot ag,p97 ATPase inh,NPY-Y1 antag,Hck Nef HTS
CC1CC(C)CN(c2nc3c(c(=O)[nH]c(=O)n3C)n2CCCSc2nc3ccccc3s2)C1 (centres undefined),nt,nt,nt,-1,13,-2,2,0,0
O=c1cc(O)c2ccccc2n1Cc1ccccc1Cl,5,0,17,6,3,-10,4,-2,19
O=C(Nc1ccc(OC(F)F)c(Cl)c1)Nc1ccc2c(c1)OCO2,4,-30,4,-8,-4,6,-7,2,-1
COc1ccc(/C=N/NC(=O)C(=O)N2CCCC2)cc1,2,-7,0,2,8,3,0,1,25
CC(C)(C)c1ccc(C(=O)c2c[nH]c(C(=O)NCc3ccco3)c2)cc1,-5,6,0,-7,16,7,-2,3,3
CCC(CC)C(=O)Nc1cccc(S(=O)(=O)c2cccc(NC(=O)C(CC)CC)c2)c1,3,-3,-6,-1,9,6,3,0,3
CC(CC1C(C#N)=C(N)SC(N)=C1C#N)c1ccccc1 (centres undefined),16,-2,10,-9,0,9,-3,-4,2
CCN1CCN(Cc2c(O)ccc3c(=O)c(-c4ccccc4OC)coc23)CC1,-3,-13,1,-5,0,1,0,2,-1
COc1ccc(NC(C)=O)cc1NC(=O)CN1CCN(C(=O)c2ccco2)CC1,-2,-26,1,-5,14,-13,1,4,1
COc1cc(CNc2nnnn2C)ccc1OCc1c(F)cccc1Cl,-1,-10,0,-2,13,8,1,-4,2

# Compounds listed so far that contain a halogen, in the order listed:
SMILES,Runt-SMMHC FRET,MDM2 E3 inh,Runt-CBFb FRET,RBBP9 inhibitor,NPY1 pot ag,NPY2 pot ag,p97 ATPase inh,NPY-Y1 antag,Hck Nef HTS
O=c1cc(O)c2ccccc2n1Cc1ccccc1Cl,5,0,17,6,3,-10,4,-2,19
O=C(Nc1ccc(OC(F)F)c(Cl)c1)Nc1ccc2c(c1)OCO2,4,-30,4,-8,-4,6,-7,2,-1
COc1cc(CNc2nnnn2C)ccc1OCc1c(F)cccc1Cl,-1,-10,0,-2,13,8,1,-4,2

# Going on with the list:
SMILES,Runt-SMMHC FRET,MDM2 E3 inh,Runt-CBFb FRET,RBBP9 inhibitor,NPY1 pot ag,NPY2 pot ag,p97 ATPase inh,NPY-Y1 antag,Hck Nef HTS
CCC(C)NC(=O)C1c2ccccc2Oc2ccccc21 (centres undefined),-6,-6,3,-4,8,-28,4,nt,-4
O=C(Nc1ccccc1)c1cc(-c2ccccc2Cl)no1,-1,-43,-2,-11,-22,-15,-12,-1,-1
COC(=O)C1(O)CC(C(C)C)=NN1C(=O)c1ccccc1 (centres undefined),6,2,-2,-9,-8,-7,-4,-3,-2
COc1ccc(C(=O)Nc2ccc(S(=O)(=O)Nc3cc(C)nc(C)n3)cc2)cc1OC,0,-6,2,-9,20,6,3,6,20
CCOC(=O)C1(Cc2ccccc2)CCN(Cc2cccn2-c2cccnc2)CC1,-2,-9,-1,-7,-9,-8,-3,30*,18
O=[N+]([O-])c1ccc(Oc2cccc3cccnc23)c([N+](=O)[O-])c1,-24,-9,-1,-1,-7,15,4,5,15
C(=N\Nc1ccc2nncn2n1)/c1ccco1,2,-9,-1,-4,23,-4,-3,nt,20
COc1ccc2c(c1)C(NC(C)=O)C(=O)N2CCc1ccccc1 (centres undefined),0,-5,-1,-1,9,-8,2,2,19
Cc1cc(C=C2C(=O)c3ccccc3C2=O)c(C)n1-c1ccc(C(=O)O)cc1,2,-8,8,-3,-7,9,9,1,35
Cc1cc(OCC(=O)c2ccc(Br)cc2)ccc1N1C(=O)CCC1=O,-3,-12,1,-3,-11,0,-1,-1,0
O=C(O)CCCCNCc1ccccc1,-6,0,2,-2,-5,-11,6,-2,0
O=C(COc1cccnc1[N+](=O)[O-])N1CCN(S(=O)(=O)c2ccc3ccccc3c2)CC1,2,4,0,-5,-4,10,2,6,6
CC1CN(C(=O)COC(=O)c2c(Cl)cccc2Cl)CC(C)O1 (centres undefined),0,-8,-1,-2,3,5,4,-1,21
COc1ccc(C(=O)/C=C/c2cc(OC)c(O)c(OC)c2)c(F)c1,-41,10,8,1,2,-1,5,0,7
O=c1c(/C=N/O)coc2ccc(Cl)cc12,-4,-4,2,-10,20,2,10,nt,32
CCN(CCO)C1CC(=O)N(c2ccccc2C)C1=O (centres undefined),2,-13,7,-12,11,9,4,-2,1
Cc1cc(C)c(NC(=O)CC(C)(C)C)c(Cl)c1,-4,-7,-1,0,-2,-1,1,-1,-2
O=C(CP(=O)(c1ccccc1)c1ccccc1)Nc1nc2ccc(Cl)cc2s1,-2,1,-2,-11,-4,10,-4,nt,15
COc1ccc(OC)c(Cc2nnc(CCC(=O)N3CCCCCC3)o2)c1,nt,-16,nt,-4,-10,5,-2,1,24
COc1ccc(C(=O)C2CCCN(C(=O)Cn3ccc(C)n3)C2)cc1OC (centres undefined),-5,12,1,-7,22,-2,5,-2,15
CN(C)c1ccc(CC(=O)c2nc3ccccc3s2)cc1,2,-22,12,-2,10,-1,1,5,2
O=C(N/N=C/c1cccnc1)c1ccccc1[N+](=O)[O-],1,nt,2,-3,-8,-2,8,-3,4
Oc1c(Cl)cc(Cl)cc1/C=N/c1nc(-c2ccc(Cl)cc2)cs1,-25,-2,-46,8,7,21,6,nt,-3
O=C(Nc1nnc(CCN2CCCCC2)s1)c1ccccc1Cl,1,-26,3,-7,8,-2,1,6,20
COc1cccc(C2SCC(=O)N2c2ccc(Br)cc2)c1OC (centres undefined),4,10,1,1,1,-3,2,2,-3
C[C@H](NC(=O)c1nc[nH]c1C(=O)NC1CCN(C(=O)OC(C)(C)C)CC1)C(=O)OC(C)(C)C,-5,nt,-4,3,2,9,4,-3,-13
CCOC(=O)COc1c(/C=N\O)cc(Cl)cc1OC,0,-29,1,-7,-6,0,-5,-4,20
O=C(NCCCN1CCOCC1)C(Sc1ccccc1)c1ccccc1 (centres undefined),1,-1,1,-1,-17,-2,-1,4,3
Cc1ccc(N(CC(=O)N/N=C/c2ccc(OC3CSC3)cc2)S(=O)(=O)c2ccccc2)cc1,3,-13,1,-3,-8,-14,4,6,2
CS(=O)(=O)N1CCN(c2ccc(C(=O)NC34CC5CC(CC(C5)C3)C4)cc2[N+](=O)[O-])CC1,0,10,-17,-4,-7,5,-1,-4,3
O=C(C(=O)N1CCN(c2cccc(Cl)c2)CC1)N1CCCCC1,2,-16,1,-3,23,-8,4,3,-4
CCN(CC)S(=O)(=O)c1cccc(C(=O)OCC(=O)N2CC(=O)Nc3ccccc32)c1,0,-1,-3,-11,6,6,4,-6,2
CCc1c(C(C)S(=O)(=O)c2ccc(C)cc2)[nH]c(=O)n1-c1ccc(OC(F)(F)F)cc1 (centres undefined),1,-14,0,0,11,3,0,7,0
O=C(CSc1ccc2nnc(-c3ccc(F)cc3)n2n1)N1CCCc2ccccc21,-2,-6,-4,-2,-10,4,-7,3,1
N/C(=N\OC(=O)c1cccc([N+](=O)[O-])c1)c1cccnc1,-2,-6,0,-2,0,4,4,3,3
CCOc1cc(/C=N/NC(=O)NN(C)c2ncc(C(F)(F)F)cc2Cl)ccc1O,0,-6,-1,-5,22,13,4,-2,19
O=C(/C=C/c1ccco1)NC(=S)NNC(=O)c1ccco1,-2,nt,21,-8,-9,-7,2,-1,11
CCCn1c(CCc2ccccc2)nnc1SCC(=O)N1CCCC1,-2,-1,1,7,-12,9,-3,1,8
Nc1ccc(C(=O)OCC(=O)N2c3ccccc3Sc3ccccc32)cc1[N+](=O)[O-],-16,8,-9,5,1,2,4,7,5
COCc1cc(CN2CCCC2)c(O)c2ncccc12,6,-7,2,4,-7,4,6,-4,8
Cc1cc(Oc2ccccc2)nc(NCc2ccccc2)n1,-4,-13,-3,0,-22,-23,-8,12,-1
CCOC(=O)c1ccc(NC(=O)CN(c2ccc(C)cc2)S(=O)(=O)c2c(C)n[nH]c2C)cc1,-24,-11,-2,-7,13,1,-2,6,2
O=C(Nc1nc(-c2ccc(S(=O)(=O)N3CCCCCC3)cc2)cs1)c1cccs1,3,-3,2,-1,-21,-16,1,6,14
CCS(=O)(=O)N1CCN(c2ccc(C(=O)NC34CC5CC(CC(C5)C3)C4)cc2[N+](=O)[O-])CC1,1,8,-12,-4,4,1,-2,3,-3
COc1ccccc1C1(CC(=O)N2CCCCC2)CCOC(C(C)C)C1 (centres undefined),-2,3,-2,7,8,-13,-2,-2,-23
CCOC(=O)C1CCN(C(=O)Nc2cccc(Cl)c2)CC1,1,nt,-5,-3,3,-4,4,-1,11
Cc1cc(C)c2nc(SCC(=O)N(C)C3CCS(=O)(=O)C3)cc(C)c2c1 (centres undefined),-16,-1,-7,-8,-5,-7,1,2,24
O=C1C2CCCCC2C(=O)N1c1ccc(NC2CCN(Cc3ccccc3)CC2)c([N+](=O)[O-])c1 (centres undefined),-3,-28,-1,4,3,-9,2,4,16
O=c1oc2ccccc2c(N2CCCCC2)c1[N+](=O)[O-],-2,-2,-3,5,-5,0,6,-6,23
CCOC(=O)c1cc2[nH]c3ccccc3c2[n+](-c2ccc([N+](=O)[O-])cc2)c1N,3,-13,9,-4,-11,-4,-8,6,-3
O=C(Nc1cccnc1)c1ccc(Cl)c(S(=O)(=O)N2CCCCCC2)c1,1,5,0,-4,-1,3,0,-10,0
CCC(=O)N1c2ccc(S(=O)(=O)CCC(=O)NC3CCCC3)cc2CC1C (centres undefined),0,-9,1,-7,8,-2,4,4,1

# Bioassay records as filed in PubChem.
